# NSD2 HMT inh: blocks human histone methyltransferase NSD2 | 310,000 compounds, 0.54% hits | inhibition, % at 12.5 µM | O96028 | NSD2 peptide methylation, AlphaScreen, 120 min; in the data active = inhibition above about 50%
# PfHsp90 set2: reduces growth (ATP signal) of yeast expressing P. falciparum Hsp90 | 310,000 compounds, 0.32% hits | S. cerevisiae expressing PfHsp90, BacTiter-Glo ATP, 48 h; yeast lacking PDR1 and PDR3 efflux regulators | inhibition, % at 9.4 µM;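 active = every replicate shows inhibition above about 80%, whatever the replicate mean, limit read from the data; inconclusive = mean inhibition reaches the set limit but some replicate falls short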;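 also: 0% = DMSO neutral controls and 100% = 20 µM radicicol positive controls; yeast relying on Plasmodium falciparum Hsp90 in place of its own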
# SR-BI uptake up: enhances SR-BI lipid uptake from DiI-HDL. CHO ldlA[mSR-BI] cells, DiI-HDL uptake fluorescence, 3 h; 100 = double the neutral-control signal. activation, % at 12.5 µM. 320,000 compounds, 0.096% hits;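 active = mean replicate activation of at least 60% and every replicate at or above 60%; inconclusive = mean or all-replicate condition met, but not both; inactive = mean below 60% and not all replicates reaching 60%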;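 also: 0% = median plate neutral-control signal and 100% = twice that signal; values of inactives mirror those of a sister screen read the other way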
#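 Assay system: CHO ldlA[mSR-BI] cells, LDL receptor-null, SR-BI overexpressing; medium: Ham's F12 with 0.5% BSA, HEPES 25 mM, pH 7.4; also added: DiI-HDL 10 µg/mL; timing: 3 h uptake period with compound, 37 °C; signal: DiI fluorescence, bottom read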
# Rtt109 HAT inh: inhibitors of Candida albicans Rtt109/Vps75 histone acetyltransferase. purified Rtt109/Vps75, ThioGlo CoA-SH fluorescence, 4 h. inhibition, % at 34.9 µM. 330,000 compounds, 0.16% hits. AID 540336;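 active = inhibition of at least 50% in every replicate; inconclusive = best replicate reaches 50% inhibition but some replicates fall short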
# Target sequence (Q5AAJ8 whole entry, looked up): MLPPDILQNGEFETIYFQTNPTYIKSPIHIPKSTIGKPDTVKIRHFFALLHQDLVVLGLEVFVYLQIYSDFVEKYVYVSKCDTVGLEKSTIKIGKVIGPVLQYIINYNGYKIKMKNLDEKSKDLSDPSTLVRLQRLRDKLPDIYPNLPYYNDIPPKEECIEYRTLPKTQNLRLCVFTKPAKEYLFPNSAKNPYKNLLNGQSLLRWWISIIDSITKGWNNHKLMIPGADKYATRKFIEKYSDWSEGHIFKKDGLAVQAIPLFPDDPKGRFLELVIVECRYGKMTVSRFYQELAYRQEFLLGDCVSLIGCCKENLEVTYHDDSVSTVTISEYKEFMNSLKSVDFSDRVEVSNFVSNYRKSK
# CAL PDZ FP-1: CAL PDZ (human) peptide binding inhibition; purified CAL PDZ, TMR-peptide fluorescence polarization, 1 h; inhibition, % at 24.9 µM; 300,000 compounds, 0.92% hits; AID 602252;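 active = mean inhibition of at least 30% with at least half of replicates also reaching 30%; inconclusive = no clear call, values can overlap the other calls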;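 also: 0% = DMSO neutral control and 100% = excess unlabeled competitor peptide PRC23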
# PvdQ inh: P. aeruginosa PvdQ acylase inhibition; purified PvdQ acylase, fluorescence plate reader; inhibition, % at 10 µM; 340,000 compounds, 0.063% hits; AID 488965; in the data active = inhibition above about 30%, passing the limit was not always enough; inconclusive = no clear call, values can overlap the other calls;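 also: 0% = vehicle neutral wells and 100% = reference inhibitor wells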
# dFosB activator: enhances mouse delta FosB homodimer DNA binding. P13346. purified delta FosB, TAMRA-CDK5 oligo fluorescence polarization; percent of positive-control signal above neutral wells. activation, % at 25 µM. 340,000 compounds, 0.99% hits. AID 493131;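 active = mean activation above about 17%, with every replicate also reaching it, limit read from the data, passing the limit was not always enough; inconclusive = only one of the two conditions met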;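 also: fluorescence polarization rise as delta FosB binds a TAMRA Cdk5 AP-1 oligo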
# MITF TRPM1 HTS: MITF TRPM1 promoter activation in melanoma cells; activation, % at 12.5 µM; 300,000 compounds, 0.75% hits; SK-MEL-5 TRPM1-promoter luciferase, 24 h; % of positive control, neutral wells = 0;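 active = mean activation of at least 80% with every replicate also reaching 80%; inconclusive = mean reaches 80% but some replicate falls short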;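 also: 0% = neutral control wells and 100% = parthenolide positive control wells; values of inactives mirror those of a sister screen read the other way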
# CAL PDZ FP-2: human CAL PDZ-peptide interaction inhibition | Q9HD26 | purified CAL PDZ, TMR-peptide fluorescence polarization, 1 h | inhibition, % at 20 µM | 330,000 compounds, 0.02% hits | AID 504414;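 active = highest replicate inhibition of at least 40%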;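 also: plate controls were DMSO neutral control wells for no effect and unlabeled competitor peptide control wells for full effect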
#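 Test system: tagged CAL PDZ domain / Buffer or medium: sodium phosphate/NaCl buffer pH 7.4 with TCEP, IgG, Thesit / Reagent: TMR-labelled reporter peptide T*-PRC34 bound in PDZ groove / Compound dosing: single point, 20 µM / Schedule: 1 h incubation at room temperature before polarization reading / Technique: fluorescence polarization (mP) / Benchmarks: unlabelled peptide, DMSO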
# SR-BI HDL uptake: inhibitors of mouse SR-BI mediated HDL lipid uptake; Q61009; ldlA[mSR-BI] CHO cells, DiI-HDL uptake fluorescence, 3 h; inhibition, % at 12.5 µM; 320,000 compounds, 0.96% hits;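 active = mean replicate inhibition of at least 70% and a set share of replicates each scoring 70 or more; inconclusive = meets just one of the two criteria; inactive = fails both criteria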;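 also: 0% = median of neutral control wells and 100% = median of positive control wells; values of inactives mirror those of a sister screen read the other way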
# Target sequence (Q61009 whole entry, looked up): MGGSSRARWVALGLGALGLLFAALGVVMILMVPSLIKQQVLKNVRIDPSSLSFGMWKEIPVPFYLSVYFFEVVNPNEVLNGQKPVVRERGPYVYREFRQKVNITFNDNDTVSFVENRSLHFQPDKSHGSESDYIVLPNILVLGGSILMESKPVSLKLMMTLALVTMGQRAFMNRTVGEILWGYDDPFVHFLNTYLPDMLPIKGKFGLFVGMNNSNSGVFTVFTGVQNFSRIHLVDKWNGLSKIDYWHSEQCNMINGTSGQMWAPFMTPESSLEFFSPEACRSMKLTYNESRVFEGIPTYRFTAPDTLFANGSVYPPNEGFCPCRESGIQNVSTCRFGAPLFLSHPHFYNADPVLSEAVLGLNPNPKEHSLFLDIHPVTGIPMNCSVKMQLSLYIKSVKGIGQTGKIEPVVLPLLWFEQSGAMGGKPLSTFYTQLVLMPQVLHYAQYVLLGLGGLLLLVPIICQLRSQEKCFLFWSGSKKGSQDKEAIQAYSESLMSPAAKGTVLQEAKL
# * marks the source's active call; other numbers are inactive results; ? = inconclusive; . = no result given; & = joins results of further samples. An unsorted share of the library. About 4.3% of those tested had a hit in this group.
SMILES,NSD2 HMT inh,PfHsp90 set2,SR-BI uptake up,Rtt109 HAT inh,CAL PDZ FP-1,PvdQ inh,dFosB activator,MITF TRPM1 HTS,CAL PDZ FP-2,SR-BI HDL uptake
COc1ccc(S(=O)(=O)N(C(=O)c2ccncc2)c2ccc3oc4c(c3c2)CCCC4)cc1,-1,-15,7,-6,.,-15,-5,-6,-1.7,-7
CC(C)(C)NC(=O)CN(CC1CCCO1)C(=O)CNS(=O)(=O)c1ccc(F)cc1 (configuration not stated),-2,-10,.,-8,-3,-6,-7,3,-3.2,.
COc1cc(C(=O)NCC(c2cccnc2)N2CCN(C)CC2)cc(OC)c1OC (configuration not stated),-1,-63,-8,5,2,0,3,-12,-0.6,8
COc1ccc(Cl)cc1C(=O)Nc1ccc(NC(C)=O)cc1,-2,28,-59,-2,1,-9,3,-1,-0.7,59
CS(=O)(=O)c1cnc2c(-c3ccsc3)cnn2c1N,-3,14,18,-18,1,3,-7,34,-0.6,-18
Cc1cccnc1NC(=O)CNC(=O)C12CC3CC(CC(C3)C1)C2,-1,.,37,-1,-4,-8,-3,19,0.7,-37
COc1ccc(N2C(=O)C3CCCN3C2c2ccccc2OC)cc1 (configuration not stated),.,10,6,-11,.,-9,-9,0,0.2,-6
COc1ccc(Cn2c(=O)oc3ccccc32)cc1F,-5,1,7,-1,-13,-17,1,5,-0.7,-7
CCC[C@@H]1CCCC/C=C\CCCC(=O)OCCN1C(=O)OC(C)(C)C,.,-32,10,2,2,-1,4,1,0.7,-10
O=C(Cc1ccccc1)N1CCN(C(=O)c2cccs2)CC1,-2,-23,10,-4,3,-17,-4,-6,0.5,-10
O=C(OCC(=O)N1CCc2ccccc21)c1ccccn1,-3,9,8,0,2,-5,-10,4,0.5,-8
O=C(CN1CCN(Cc2ccc(Cl)cc2)CC1)N/N=C/C=C/c1ccccc1[N+](=O)[O-],6,-7,-17,5,1,-1,-11,-12,-2.1,17
CCOC(=O)N(C)c1ccc(C(O)(C(F)(F)F)C(F)(F)F)cc1,-2,-24,7,12,-1,-1,-6,14,0.5,-7
O=C(CN(Cc1ccccc1)C(=O)CCC(=O)Nc1ccccn1)NCc1ccc(F)cc1,1,-18,.,10,-4,-9,-4,.,-1.9,.
C/C(N)=C(/C#N)C(=O)COC(=O)CCSc1ccccc1,0&-4,6&-2,12&17,-15&-27,-5&3,-9&3,-5&-4,-10&-1,-1.1&-1.8,-12&-17
CN(CC(=O)Nc1nc2ccccc2s1)S(=O)(=O)c1ccc(Br)cc1,45,20,5,0,.,-19,-1,-10,-2.3,-5
CCOC(=O)N=S(N)(=O)c1ccc(Cl)cc1 (configuration not stated),7,-12,6,7,0,4,-4,0,-2.5,-6
O=C(CSc1nnc(Cc2ccccc2)o1)Nc1ccc(N2CCOCC2)cc1,-2,-2,16,-16,-2,-29,-2,-2,0.6,-16
Nc1cccc(Nc2nc(OC(C(F)(F)F)C(F)(F)F)nc(OC(C(F)(F)F)C(F)(F)F)n2)c1,2,-16,-2,-14,-25,-29,-22,-8,0.7,2
N#Cc1nc(Cl)c(Cl)c(NN)c1Cl,11,-16,13,-9,-4,8,3,-3,-1.0,-13
Cc1ccc(N=c2c([N+](=O)[O-])nn(-c3ccc(Cl)cc3)n2O)cc1C,1,-9,.,-2,6,-19,-6,3,0.1,.
CCCn1nnnc1NCc1ccc(N2CCCC2)cc1,1,.,0,16,.,-14,-7,14,-0.3,0
CCCCCn1c(CCC(=O)Oc2ccccc2OC)nc2c1c(=O)[nH]c(=O)n2CCCC,-2,29,-3,-3,.,-14,-8,-11,-2.0,3
Cc1cccc(Nc2c(-c3ccc(N4CCOCC4)cc3)nc3ncccn23)c1,.,-2,9,-8,.,-11,-2,.,-0.9,-9
CCN(CC)S(=O)(=O)c1ccc(OC)c(NC(=O)c2cccs2)c1,5,-4,-14,-11,.,1,-3,19,-1.1,14
Cc1ccc(C(=O)NCCN(C)C)cc1C,3,-13,25,-2,-3,-18,1,-2,-1.3,-25
NC(=O)c1nn(-c2ccc(Oc3ccccc3)cc2)c(=O)cc1O,27,16,27,0,7,-1,1,4,0.0,-27
CCSc1nc2c(c(=O)[nH]1)C(c1cccs1)C(C(=O)OC)=C(C)N2 (configuration not stated),.,-16,20,14,.,-5,7,.,-0.8,-20
COc1ccc(C2Nc3ccccc3C(=O)N2O)cc1OC (configuration not stated),1,-10,5,11,2,5,-3,14,0.1,-5
COc1ccccc1C(=O)Nc1ccc(Oc2ncnc3sc(-c4ccccc4)cc23)cc1,2,.,-45,.,-4,1,4,.,-1.4,45

# Sorted by SMILES length (smallest number first): some entries from above
SMILES,NSD2 HMT inh,PfHsp90 set2,SR-BI uptake up,Rtt109 HAT inh,CAL PDZ FP-1,PvdQ inh,dFosB activator,MITF TRPM1 HTS,CAL PDZ FP-2,SR-BI HDL uptake
Cc1ccc(C(=O)NCCN(C)C)cc1C,3,-13,25,-2,-3,-18,1,-2,-1.3,-25
CCCn1nnnc1NCc1ccc(N2CCCC2)cc1,1,.,0,16,.,-14,-7,14,-0.3,0
CCOC(=O)N=S(N)(=O)c1ccc(Cl)cc1 (configuration not stated),7,-12,6,7,0,4,-4,0,-2.5,-6
COc1ccc(C2Nc3ccccc3C(=O)N2O)cc1OC (configuration not stated),1,-10,5,11,2,5,-3,14,0.1,-5
NC(=O)c1nn(-c2ccc(Oc3ccccc3)cc2)c(=O)cc1O,27,16,27,0,7,-1,1,4,0.0,-27
O=C(CSc1nnc(Cc2ccccc2)o1)Nc1ccc(N2CCOCC2)cc1,-2,-2,16,-16,-2,-29,-2,-2,0.6,-16
CN(CC(=O)Nc1nc2ccccc2s1)S(=O)(=O)c1ccc(Br)cc1,45,20,5,0,.,-19,-1,-10,-2.3,-5
Cc1cccc(Nc2c(-c3ccc(N4CCOCC4)cc3)nc3ncccn23)c1,.,-2,9,-8,.,-11,-2,.,-0.9,-9
COc1ccccc1C(=O)Nc1ccc(Oc2ncnc3sc(-c4ccccc4)cc23)cc1,2,.,-45,.,-4,1,4,.,-1.4,45
CCCCCn1c(CCC(=O)Oc2ccccc2OC)nc2c1c(=O)[nH]c(=O)n2CCCC,-2,29,-3,-3,.,-14,-8,-11,-2.0,3
Nc1cccc(Nc2nc(OC(C(F)(F)F)C(F)(F)F)nc(OC(C(F)(F)F)C(F)(F)F)n2)c1,2,-16,-2,-14,-25,-29,-22,-8,0.7,2

# Further results.
SMILES,NSD2 HMT inh,PfHsp90 set2,SR-BI uptake up,Rtt109 HAT inh,CAL PDZ FP-1,PvdQ inh,dFosB activator,MITF TRPM1 HTS,CAL PDZ FP-2,SR-BI HDL uptake
CN1CCN(CC(C)(C)NS(=O)(=O)c2ccc(Cl)cc2)CC1,10,-2,27,-4,-5,-14,-1,5,-1.1,-27
CCN(CC)S(=O)(=O)c1cccc(C(=O)N2CC(O)CC2C(=O)OC)c1 (configuration not stated),-3,4,35,-3,-1,-10,-1,0,-1.2,-35
CC(=O)Nc1ccc(C(=O)OCC(=O)NC2CCCCCCC2)cc1,-3,-15,.,-1,4,-5,0,9,-2.6,.
COc1cc(C2NC(=O)NC(C)=C2C(=O)OC2CCCCC2)cc(Br)c1O (configuration not stated),6,-5,11,-2,-4,9,-11,-14,88*,-11
CCn1c(SC(C)C(=O)NCC2CCCO2)nc2scc(-c3ccccc3)c2c1=O (configuration not stated),0,13,5,4,.,-11,-8,11,-0.9,-5
CCN1CCCC1CNC(=O)C1c2cc(OC)c(OC)cc2C(=O)N(C)C1c1cccnc1 (configuration not stated),7,-3,29,-10,-3,-11,-2,-4,-0.4,-29
O=C(Nc1ccc(OC(F)(F)F)cc1)c1ccc(S(=O)(=O)N2CCOCC2)o1,0,6,-18,-3,0,-28,-6,-9,0.7,18
O=C(CSCc1cc(=O)n2nc(C3CC3)sc2n1)Nc1ccc(F)cc1,0,24,13,-11,1,-4,0,1,-2.2,-13
CCOC(=O)C1CCN(C(=O)c2cc(COc3ccc(OC)c4ccccc34)on2)CC1,-4,-1,16,19,-5,3,-7,9,-2.9,-16
CCCSc1nc(O)c(C2OC(=O)c3c2ccc(OC)c3OC)c(=O)n1C (configuration not stated),.,14,9,11,-2,3,6,.,-3.5,-9
CN(C)NC(=O)C12CCC(C)(C(=O)O1)C2(C)C (configuration not stated),-3,11,17,.,-4,-4,2,2,-0.5,-17
Cc1ccc(NC(=O)Nn2cnnc2)cc1,-1,-7,17,-1,.,6,0,2,0.9,-17
CCC1=C(OC(=O)N(CC)CC)N2C(=O)OC(=NCc3ccccc3)[C@]2(C)[C@H]2C1=CC[C@H]1C(=O)N(CC(=O)OC)C(=O)[C@H]12,.,11,30,12,-4,-1,-1,7,-0.8,-30
CCOC(=O)c1ccc(NC(=O)c2cc(C)nn2-c2ccccc2)cc1,41,5,-10,1,-7,-12,-13,6,-1.6,10
COc1ccccc1N(C(=O)CCl)c1cn(C(C)=O)c2ccccc12,1,13,6,3,.,-3,-4,-63,-1.1,-6
CC(C)CNC(=O)NC(=O)COc1ncnc2sccc12,-3,4,-7,12,-5,7,-6,3,0.2,7
O=S(=O)(/N=C(/Nc1nccs1)c1ccc(F)cc1)c1ccccc1,-2,-1,7,2,-4,12,-1,1,-0.5,-7
Cc1ccc(Cl)cc1NC(=O)CCC(=O)Nc1cc(Cl)ccc1C,-9,-37,13,-2,-1,-7,-4,8,-1.3,-13
COc1cc2c(c(OC)c1OC)C(c1ccc3c(c1)OCO3)CC(=O)O2 (configuration not stated),.,-11,0,-1,6,0,-3,-3,-0.3,0
CC(Oc1ccccc1)C(=O)Nc1c2c(nn1-c1ccccc1)CS(=O)(=O)C2 (configuration not stated),0,-5,7,-6,2,-11,12,1,-1.8,-7
COc1ccccc1OCc1nc2ccccc2[nH]1,-2,20,14,-7,-6,6,-4,?,-1.7,-14
Cc1ccc(S(=O)(=O)CC(=O)N(C)C)cc1,0,-6,15,9,-5,1,1,0,0.0,-15
O=C(Cn1cnc([N+](=O)[O-])n1)NCc1ccccc1,-1,6,-4,-7,.,-3,0,9,-0.7,4
